Bioassay records from PubChem.
RXFP1 antag: antagonists of human relaxin receptor RXFP1; Q9HBX9; HEK293-RXFP1, relaxin-stimulated cAMP HTRF, 30 min; hits give low values; activity change, negative = inhibition, % at 57.5 µM; actives 0.59% (n = 350,000); AID 1259400;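 active = activity change of -60% or lower, but not beyond a set lower limit; inconclusive = change between -60% and -40%, or beyond the set limit; inactive = change above -40%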; also: % is scaled to controls: 0 for no effect and ±100 for the full control effect
RXFP1 ag: RXFP1 (human) receptor agonism; Q9HBX9; Potency, µM (titrated, usually from 57.5 µM), inactives show at the top dose activation, actives largely listed as activators; AID 2676; actives 0.3% (n = 370,000); HEK293T-RXFP1 cAMP TR-FRET, 30 min; response scale: percent of porcine relaxin response, buffer zero; also: potency is read from the fitted curve at half-maximal effect; % is scaled to controls: 0 for no effect and ±100 for the full control effect; nearly all actives have a fitted effect of over 60% in size; many of its hits are not listed in these tables
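HEK293T cells stably expressing RXFP1 were pretreated with the PDE4 inhibitor Ro 20174, exposed to compounds for 30 min at 37C, lysed, and cAMP was read by TR-FRET. Data normalized to buffer (basal) and 29 nM porcine relaxin (100%).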
D1 antagonist: human D1 dopamine receptor antagonism; AID 504652; HEK293 TREx D1 cells, calcium flux, dopamine EC80; hits give low values; actives 3.2% (n = 360,000); activity change, negative = inhibition, % at 10 µM; P21728; in the data active = activity change below about -30%; also: % is scaled to controls: 0 for no effect and ±100 for the full control effect
Target sequence (P21728 whole entry, looked up): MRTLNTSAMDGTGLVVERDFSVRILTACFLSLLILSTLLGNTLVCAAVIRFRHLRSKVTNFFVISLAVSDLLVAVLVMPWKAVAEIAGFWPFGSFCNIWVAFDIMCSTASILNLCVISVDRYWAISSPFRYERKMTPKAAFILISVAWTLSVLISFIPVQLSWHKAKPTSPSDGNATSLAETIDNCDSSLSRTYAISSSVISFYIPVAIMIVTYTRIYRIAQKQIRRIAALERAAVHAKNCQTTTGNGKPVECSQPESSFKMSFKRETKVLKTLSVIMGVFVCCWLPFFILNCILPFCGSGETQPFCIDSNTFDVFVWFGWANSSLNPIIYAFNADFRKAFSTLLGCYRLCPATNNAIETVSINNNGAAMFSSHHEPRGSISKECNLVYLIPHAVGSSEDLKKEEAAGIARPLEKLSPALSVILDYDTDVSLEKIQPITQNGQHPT
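Antagonism measured as reduced calcium response to an EC80 dopamine addition following 180 s compound pre-read; cells were inducible HEK293 Trex D1 plated overnight at 30 C, read kinetically at 1 cycle/sec.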
TRHR PAM: allosterically enhances the human TRH receptor | actives 0.66% (n = 360,000) | enhancement, % at 2 µM | TRHR cells, fluo-8 calcium fluorescence, EC20 TRH enhancement; in the data active = enhancement above about 30%; also: 0% is about no effect
Target sequence (P34981 whole entry, looked up): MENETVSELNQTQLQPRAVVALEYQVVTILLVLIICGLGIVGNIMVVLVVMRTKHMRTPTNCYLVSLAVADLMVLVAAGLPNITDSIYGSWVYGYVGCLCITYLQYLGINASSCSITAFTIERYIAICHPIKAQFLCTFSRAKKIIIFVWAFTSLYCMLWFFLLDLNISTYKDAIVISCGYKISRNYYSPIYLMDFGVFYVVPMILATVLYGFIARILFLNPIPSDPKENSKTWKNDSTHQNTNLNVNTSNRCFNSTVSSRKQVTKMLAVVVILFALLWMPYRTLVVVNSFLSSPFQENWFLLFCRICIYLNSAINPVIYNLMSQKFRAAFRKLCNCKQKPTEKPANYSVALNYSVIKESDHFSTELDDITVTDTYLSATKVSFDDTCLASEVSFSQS
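TRHR-expressing cells loaded with fluo-8 calcium dye were read kinetically (ex 480/em 530) during compound addition, then stimulated with an EC20 of TRH (10 nM final). Enhancement of the Gq-mediated intracellular calcium response was scored.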
D1 ag: activates the human D1 dopamine receptor | AID 504660 | activation, % at 2 µM | actives 1% (n = 360,000) | P21728 | HEK293 T-REx D1 cells, calcium flux, agonist mode; in the data active = activation above about 30%; also: 0% is about no effect
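Agonism was scored from calcium flux recorded over 180 s (1 read/s) after pintool compound addition, following a 10-cycle baseline. Cells were inducible force-coupled HEK293 TREx D1, plated overnight at 30 C and loaded with no-wash calcium dye.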
TRHR agonist: activates the human TRH receptor | AID 493084 | actives 0.18% (n = 360,000) | P34981 | TRHR cells, calcium flux fluo-8, FDSS agonist mode | activation, % at 2 µM; in the data active = activation above about 30%; also: 0% is about no effect
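Steps: seed TRHR cells overnight; add fluo-8 no-wash Ca dye, RT 30 min–1.5 h; record 10 s baseline; pin-transfer compounds; monitor fluorescence 1 cycle/s for the agonist window. Calcium increases flag candidate agonists.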
Apoferritin bind: candidate novel general anesthetic via apoferritin binding; P02791; apoferritin/1-aminoanthracene competitive binding, fluorescence; Potency, µM (series often up to 77.5 µM), for the others: top-dose activity change, negative = displacement, hits mostly inhibitors; actives 0.074% (n = 350,000); also: potency is read from the fitted curve at half-maximal effect; % is scaled to controls: 0 for no effect and ±100 for the full control effect; nearly all actives have a fitted effect of over 20% in size
Target sequence (P02791 2-175 limits assumed): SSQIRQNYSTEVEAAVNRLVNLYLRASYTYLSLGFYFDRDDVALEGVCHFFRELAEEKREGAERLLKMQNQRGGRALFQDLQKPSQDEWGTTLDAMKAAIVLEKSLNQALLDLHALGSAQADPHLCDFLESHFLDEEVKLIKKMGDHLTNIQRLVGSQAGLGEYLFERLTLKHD
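Horse-spleen apoferritin (10 uM) in 50% saturated 1-aminoanthracene in PBS was incubated 10 min at room temperature with compound. Fluorescence (ex 380, em 535 nm) was normalized to free and bound 1-AMA, with concentration-response fitted by a four-parameter Hill equation.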
D1 potentiator: human D1 dopamine receptor positive modulation | actives 0.036% (n = 360,000) | potentiation, % at 10 µM | AID 504651 | HEK293 TREx D1 cells, calcium flux, dopamine EC20 potentiation; in the data active = potentiation above about 30%; also: 0% is about no effect
D2 potentiator: D2 dopamine receptor (human) potentiation. potentiation, % at 10 µM. AID 485347. HEK293 T-REx D2, calcium flux, EC20 dopamine potentiation. actives 0.34% (n = 340,000);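 active = potentiation over 3 SD above the plate norm, cut at about 30% in these data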; also: 0% is about no effect
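Potentiation of an EC20 dopamine calcium response is measured in a force-coupled, tetracycline-inducible Hek293 Trex D2 line. Compound-only kinetic reads over 180 s flag agonists before dopamine addition.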
* = called active by the depositor; ? = inconclusive; nt = not tested or not shown; & = joins results of further samples; [ ] = dose if it differs, or a comment. Unless noted, calls follow the shape of the dose curve; as a rule, active = well fitted curve in the direction sought with a large enough effect; inconclusive = small, poorly fitted or top-dose-only effect, or another doubt; inactive = no such curve, though single readings can be large; an effect the other way counts as inactive or inconclusive. This is a subset; the hit share may differ from the screen's.

SMILES	RXFP1 antag	RXFP1 ag	D1 antagonist	TRHR PAM	D1 ag	TRHR agonist	Apoferritin bind	D1 potentiator	D2 potentiator
CC(OC(=O)Cn1cnc2c1c(=O)n(C)c(=O)n2C)C(=O)NC1(C#N)CCCCC1 (centres undefined)	-7	3.3%	25	-2	3	0.9	nt	2	14
CC(=O)N1N=C(N)SC12CCCC2	-10	0.9%	-2	-5	3	0.1	-6%	-11	-8
CCOC(=O)CCc1c(C)nc2c(c(C)nn2-c2ccc(C)cc2)c1C	-8	?	-5&-5	3&1	1&0	1.0&-1.8	3%&37%	-11&0	4&11
C/C(=N/NC(=O)c1ccc(Br)o1)c1cccc(NC(=O)c2ccc(C)o2)c1	-11	2.7%	-10	12	-1	0.0	-13%	5	7
COc1ccc2nc(N3CCCC3)c(C#N)cc2c1	7	2.4%	-12	-2	41*	20	173%[activator]	-7	1
COc1ccc(NC(=O)Cc2ccc(Cl)cc2)cc1S(=O)(=O)N1CCCCC1	5	1.8%	0	-9	3	-0.1	nt	-5	-5
N/C(=N\OC(=O)COc1ccc(Br)cc1Cl)c1ccccn1	11	2.5%	-14	2	7	0.3	?	-4	-3
CCOC(=O)N1CCN(C(=S)NC(=O)/C=C/c2ccc(C)cc2)CC1	-1	-3.4%	5	-6	1	1.1	?	-3	10
CSC1=C(C#N)C(=O)NC(c2ccccc2O)S1 (centres undefined)	10	-2.4%	4	11	2	0.1	4%	2	5
COC(=O)CN1C(c2ccccc2O)Nc2ccc(Br)cc2C1c1ccccc1 (centres undefined)	-4	-1.5%	0	-2	3	-1.0	2%	-3	2
COc1ccc(NC(=O)CC2SC(=O)NC2=O)cc1 (centres undefined)	-33	-1.3%	-3	-1	0	0.1	-6%	0	36*
COc1ccc(N2CCN(C3CC(=O)NC3=O)CC2)cc1 (centres undefined)	-14	0.2%	3	-1	1	-0.3	-3%	1	-3
COc1c(Cl)cc(Cl)cc1CNCCO	16	1.7%	-2	1	4	0.5	-5%	4	1
C[C@@H](C(=O)Nc1ccc2ccccc2c1)[C@H]1C[C@]1(C)[C@H](NC(=O)c1cccnc1)c1ccccc1	nt	0.7%	-16	20	-2	-0.5	-4%&-17%	-1	2
O=[N+]([O-])c1ccc2oc(C(O)c3cccc(Cl)c3)cc2c1 (centres undefined)	-21	1.0%	-19	-4	0	-1.2	-21%	4	-1
COc1ccc(-c2nc(CCl)cs2)cc1	-2	0.1%	6	11	0	0.2	5%	-4	-4
O=C(NCCC(=O)N1CCCCC1)c1ccccc1Cl	0	0.6%	7	25	1	0.0	-4%	-12	-2
NC(=O)[C@H]1CC2(CC(c3cccc(NC(=O)[C@H]4CCC(=O)N4)c3)=NO2)CN1C(=O)c1ccccc1C(=O)c1ccccc1 (some centres undefined)	nt	-2.1%	-12	1	13	-0.2	4%	-2	5
CCOc1ccc(S(=O)(=O)NCCC(=O)OC(C)C(=O)N2CCc3ccccc32)cc1 (centres undefined)	9	2.7%	-23	-10	10	-0.4	-10%	2	13
NS(=O)(=O)c1ccc(CCNC(=O)C2CCCN2S(=O)(=O)c2cccc3nsnc23)cc1 (centres undefined)	-6	1.2%	-13	32*	1	0.0	-5%	-3	-6
CCc1ccc(NC(=O)CNC(=O)Cn2ccc3ccccc3c2=O)cc1	-9	?	1	4	1	0.0	0%	-2	0
COc1ccc(CNc2nccs2)cc1OC	-6	1.4%	0	0	4	-0.2	-9%	0	-2
CCc1cccc(CC)c1NC(=O)C1CSC2(C)CCC(=O)N12 (centres undefined)	1	-0.6%	25	0	1	0.1	nt	-1	18
O=C(O)COc1ccc(-c2nnn(Cc3ccccc3F)n2)cc1	-6	-2.4%	-22	3	-1	0.8	9%	3	3
O=C(O)CSC1=NC(=Nc2cccc(Cl)c2)C2(CCCCC2)N1c1ccccc1	17	1.0%	3	4	2	0.5	-7%	-8	3
Further records follow.
SMILES	RXFP1 antag	RXFP1 ag	D1 antagonist	TRHR PAM	D1 ag	TRHR agonist	Apoferritin bind	D1 potentiator	D2 potentiator
Cc1cc(NC(=O)CSc2nnc(C3CC3)n2-c2ccccc2)no1	-17	-0.2%	-1	-6	2	-0.6	-5%	8	nt
COCc1cc(C)nc(SCC(=O)Nc2cccc(C)c2)c1C#N	-1	0.6%	0	0	2	-0.3	28%	4	3
CCCN(CCC)C(=O)C(Cc1ccccc1)NS(=O)(=O)c1ccc2c(c1)c(=O)n(C)c(=O)n2C (centres undefined)	nt	23%	-4	-5	1	-0.3	-10%	-2	-4
CN(C)S(=O)(=O)c1ccc(C(=O)NCc2nnc(SCC(=O)c3ccccc3)o2)cc1	-5	-1.1%	5	1	7	0.5	?	-2	10
CCOC(=O)CCCCC(=O)c1[nH]c(=O)[nH]c1CSc1nnc2c3cc(Br)ccc3n(C)c2n1	nt	14µM*	-33*	1	3	-0.5	?	-1	-6
C#CCOC(=O)C[N+](C)(C)CC=C	1	1.5%	-10	0	3	-0.5	-2%	-6	-2
Cc1ccc(S(=O)(=O)N2CCN(C(=O)COC(=O)CCOc3ccccc3C)CC2)c(C)c1	-2	-0.6%	-15	-12	12	0.7	nt	-1	3
O=C(Nc1cc(Sc2nc3ccccc3s2)cc([N+](=O)[O-])c1)c1ccccc1	4	-0.1%	-1	6	5	1.0	-15%	3	9
CCOC(=O)c1ccc(NC(=S)Nc2ccccc2)cc1	-9	-0.7%	-6	0	0	-0.4	4%	1	15
CCOc1ccc(C2c3[nH]c4ccccc4c3C[C@H]3C(=O)N(C4CC4)CC(=O)N23)cc1OC (some centres undefined)	-14	-1.1%	29	-1	2	0.9	-21%	3	1
COc1ccc(C(=O)Nc2nc(C)cs2)cc1S(=O)(=O)N1CCCC1	0	0.9%	5	-3	1	-0.3	-12%	-3	-2
COc1ccc(C(=O)Nc2cccc(OC)c2)cc1	-2	-0.6%	-4	-1	7	-0.9	-9%	-4	10
O=C(O)c1cncc(C#Cc2ccccc2)c1	7	0.8%	4	-4	3	-0.9	-4%	-3	1
CCOC(=O)N1CCN(C(=O)c2cccc(F)c2)CC1	1	1.3%	1	-1	3	0.0	-2%	3	-6
CCCCCOC(=O)c1ccc(NC(=O)c2ccco2)cc1	-28	0.0%	29	6	0	-0.9	?	4	-2
O=C(CN(C1CCCCC1)S(=O)(=O)c1ccc(F)cc1)NC1CC1	0	-1.1%	2	6	1	-0.2	-7%	3	1
Cn1c(=O)c(=O)n(C)c2cc([N+](=O)[O-])c([N+](=O)[O-])cc21	1	16%	-16	-4	2	-0.2	7%	-5	7
CCCc1cc(=O)[nH]c(SCC(=O)Nc2ccc(OC(F)F)cc2)n1	2	1.0%	-6	1	1	0.0	-17%	-5	5
CCOC(=O)c1ccc(NC(=O)C(CC)Sc2nc3ncccc3o2)cc1 (centres undefined)	-5	-0.6%	16	2	0	0.1	9%	-4	4
O=C(COC(=O)CCc1c[nH]c2ccccc12)NCCc1ccccc1	12	-1.7%	8	18	13	1.0	nt	-4	5
N#Cc1ccccc1OCC(=O)OCC(=O)c1ccc[nH]1	7	-0.1%	6	4	2	-0.5	nt	-3	-10
C/C(=N\Nc1ncnc2sc(C)c(C)c12)c1ccccn1	-11	-1.3%	6	15	281*	55*	-7%	7	10
O=C(O)COc1c(Cl)cc(/C=C2/NC(=O)NC2=O)cc1Br	-5	-3.9%	13	-6	-2	0.6	-2%	6	6
CCCOc1cc(C)c(S(=O)(=O)NC2CC(C)(C)NC(C)(C)C2)cc1C	-21	0.1%	16	4	12	0.4	-12%	-1	7
Cc1ccc(CNC(=O)c2ccccc2NC(=O)c2nsc3ccccc23)cc1	-38	0.0%	-1	2	2	0.1	7%	-1	-5

Shown in CSV form: entries from further up.
SMILES,RXFP1 antag,RXFP1 ag,D1 antagonist,TRHR PAM,D1 ag,TRHR agonist,Apoferritin bind,D1 potentiator,D2 potentiator
COc1ccc(C(=O)Nc2cccc(OC)c2)cc1,-2,-0.6%,-4,-1,7,-0.9,-9%,-4,10
O=C(O)c1cncc(C#Cc2ccccc2)c1,7,0.8%,4,-4,3,-0.9,-4%,-3,1
CCOC(=O)N1CCN(C(=O)c2cccc(F)c2)CC1,1,1.3%,1,-1,3,0.0,-2%,3,-6
CCCCCOC(=O)c1ccc(NC(=O)c2ccco2)cc1,-28,0.0%,29,6,0,-0.9,?,4,-2
O=C(CN(C1CCCCC1)S(=O)(=O)c1ccc(F)cc1)NC1CC1,0,-1.1%,2,6,1,-0.2,-7%,3,1

The list continues.
SMILES	RXFP1 antag	RXFP1 ag	D1 antagonist	TRHR PAM	D1 ag	TRHR agonist	Apoferritin bind	D1 potentiator	D2 potentiator
COc1ccccc1CNC(=O)CN(C)S(=O)(=O)c1cccc2cccnc12	-17	-3.1%	-17	-3	4	0.0	-4%	0	-5
CCOC(=O)c1ccc(NCc2ccc3c(c2)OCO3)cc1	6	1.9%	-27	1	6	-0.5	?	-3	-3
CCC(CC)c1nnc(NC(=O)CCc2ccccc2)s1	5	2.3%	21	2	4	2.5	-16%	5	10
CC(NC(=O)COc1ccc(/C=N/NC(=O)CO)cc1)c1ccccc1 (centres undefined)	-1	0.5%	16	-1	5	0.2	15%	-1	-1
CCOC(=O)c1c(OCC)[nH]c2c1cc(O)c1ccccc12	2	-1.6%	0	0	3	-1.2	?	-8	-19
CC(C)(C)OC(=O)N1CCC(c2c(C(=O)N3CCN(c4ccccn4)CC3)cnn2-c2ccccc2Cl)CC1	-14	0.4%	-2	9	0	-0.7	-7%	-5	-2
CCO[C@@H]1OC(C(=O)NCc2ccccc2)=C[C@H](c2cn(C(C)=O)c3ccccc23)[C@H]1CCCO	nt	2.0%	6	-4	-1	0.7	-5%	-2	-4
Cc1ccc(NC(=O)Cc2nnc(SCC(=O)NC3CCCC3)n2C)cc1C	0	-0.7%	3	2	3	0.4	-3%	-2	19
Cn1nc(C(=O)Nc2cccc(C(F)(F)F)c2)c2ccccc2c1=O	0	5.3%	-10	-4	4	-1.1	?	-6	2
COc1cc(C(=O)NC2CCCc3ccccc32)cc(OC)c1C (centres undefined)	-10	3.9%	-22	-23	1	-0.8	-9%	-8	nt
COC(CNC(=O)C1CCN(S(=O)(=O)c2ccc3nc4c(c(C(=O)O)c3c2)CC(C)CC4)CC1)OC (centres undefined)	9	1.9%	11	-1	1	0.6	5%	-8	-4
